# From PubChem
# NALP1 yeast inh: NALP1 inflammasome inhibitors in reconstituted yeast, colorimetric, S. cerevisiae, triplicate retest. S. cerevisiae NALP1/ASC/caspase-1 growth, X-gal OD620, 72 h. inhibition, % at 10 µM. hit rate 0.61% among 280,000. AID 2071, 2009; in the data active = inhibition mostly above about 24%, no sharp cut-off; inactive = mostly below about 32%; also: some compounds called inactive have numbers as strong as hits
# MEKK2 mut-MEK5: MEK5 binding signal on mutant MEKK2 PB1, primary screen, biochemical, multiplex bead flow cytometry, Alexa488-MEK5 | Alexa488-MEK5 binding to MEKK2 mutant | percent response, % at 10 µM | hit rate 0.35% among 290,000 | AID 1530, 2009; in the data active = percent response above about 24%, passing the limit was not always enough; also: inactives centre near 1; some results filed as inactive read as strong as hits
# UBC9 SUMO inh: inhibitors of in vitro SUMOylation cascade, primary screen, biochemical, HTRF, uHTS | HTRF SUMOylation assay, SAE1/SAE2 + UBC9 | hit rate 0.36% among 290,000 | inhibition, % at 35 µM | AID 2006, 2009; in the data active = inhibition above about 50%, passing the limit was not always enough; also: strong numbers were not always called active
# Target sequence (P63279 whole entry, looked up): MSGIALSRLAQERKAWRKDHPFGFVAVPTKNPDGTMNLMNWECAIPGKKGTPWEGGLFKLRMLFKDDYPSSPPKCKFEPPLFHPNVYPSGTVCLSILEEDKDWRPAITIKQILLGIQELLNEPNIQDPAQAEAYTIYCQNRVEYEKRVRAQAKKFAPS
# M18AAP inhibitor: PfM18AAP inhibitors, malaria aminopeptidase, primary screen, biochemical, QFRET, recombinant enzyme. M18 aspartyl aminopeptidase (Plasmodium falciparum 3D7). inhibition, % at 7.35 µM. H-Glu-NHMec fluorogenic cleavage. hit rate 1.2% among 290,000;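 active = inhibition above the campaign mean inhibition over all tested compounds plus 3 SD, cut at about 28% in these data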;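 also: 0% = plate median of test compound wells and 100% = 2 mM ZnCl2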
# HCV NS3 hel inh: inhibitors of HCV NS3 helicase, primary screen, biochemical, Cy5 molecular beacon fluorescence; AID 1800, 2009; inhibition, % at 10.9 µM; hit rate 0.56% among 290,000; NS3 helicase DNA unwinding; Hepatitis C virus NS3 helicase;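 active = inhibition above the mean of all tested compounds plus 3 SD, set per campaign, cut at about 35% in these data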;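 also: 0% = DMSO wells and 100% = thioflavine S control wells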
#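 System: HCV NS3 helicase fragment; control set: DMSO and thioflavine S; technique: Cy5 fluorescence at 0 and 60 min, beacon hairpin quenching; reagent: beacon DNA duplex substrate plus ATP; replicates: singlicate; schedule: 1 h reaction at 25 °C, ATP-initiated; medium: MOPS buffer pH 6.5 with MgCl2, DTT, Tween20, BSA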
# IMP-1 inhibitor: IMP-1 metallo-beta-lactamase inhibitors, primary screen, biochemical, epi-absorbance readout, Pseudomonas aeruginosa enzyme. metallo-beta-lactamase IMP-1 (Pseudomonas aeruginosa). purified IMP-1, nitrocefin hydrolysis, epi-absorbance fluorescence. inhibition, % at 5.6 µM. hit rate 0.45% among 290,000;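 active = inhibition above the mean plus 3 SD of all compounds in the same screening run, cut at about 4.5% in these data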;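 also: 0% = IMP-1 with DMSO and 100% = DMSO wells lacking enzyme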
#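 Assay system: purified IMP-1; Quantity: IMP-1 0.2 nM before substrate addition; Medium: HEPES buffer pH 7.1 with ZnSO4 and Brij 35; Incubation: 15 min enzyme–compound preincubation, then 25 min nitrocefin reaction, 25 °C; Signal: fluorescence quenching readout, ex 480/em 530 nm; Controls: DMSO with and without IMP-1; Repeats: singlicate testing.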
# DNA FID counter: compounds displacing fluorescent DNA intercalator, primary screen, artefact control for HCV NS3 helicase inhibitor project, biochemical, FID fluorescence. inhibition, % at 7.9 µM. DNA fluorescent intercalator displacement. hit rate 0.17% among 290,000; in the data active = inhibition above about 37%;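 also: 0% = vehicle and 100% = reference compound; higher means more ethidium bromide displaced from hairpin DNA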
# VIM-2 inhibitor: VIM-2 metallo-beta-lactamase inhibitors, primary screen, biochemical, epi-absorbance readout, Pseudomonas aeruginosa enzyme. purified VIM-2, nitrocefin hydrolysis, epi-absorbance fluorescence. inhibition, % at 5.6 µM. hit rate 0.89% among 290,000;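 active = inhibition above the mean of all tested compounds plus 3 SD, cutoff set per screening run, cut at about 7.5% in these data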;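 also: red hydrolysis product quenches plate fluorescence so inhibitors raise well fluorescence; 0% = enzyme with DMSO and 100% = DMSO without enzyme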
# MEKK2wt PB1 HTS: modulators of MEK5 binding to wildtype MEKK2, primary screen, biochemical, multiplex bead flow cytometry, Alexa488-MEK5 | Mitogen-activated protein kinase kinase kinase 2 (Homo sapiens), Q9Y2U5 | Alexa488-MEK5 binding to MEKK2 WT; actives lie on both sides | binding response (% of control), % at 10 µM | hit rate 1.1% among 290,000 | AID 1531, 2009; in the data active = binding response below about 67% or above about 130%
# Numbers without * were called inactive; x = not tested or not shown.
SMILES,NALP1 yeast inh,MEKK2 mut-MEK5,UBC9 SUMO inh,M18AAP inhibitor,HCV NS3 hel inh,IMP-1 inhibitor,DNA FID counter,VIM-2 inhibitor,MEKK2wt PB1 HTS
COC(=O)c1cccc(NC(=O)CCc2cc(OC)c(OC)c(OC)c2)c1,20,-1,6,-5,0,-1.1,-20,1.2,102
CCOC(=O)c1ccc(NC(=O)C(=O)NCC2(c3ccc(OC)cc3)CCOCC2)cc1,x,-8,-6,-3,2,-0.8,-7,0.1,89
CC(=O)Nc1ccc(N2CCN(C(=O)c3cccs3)CC2)cc1,-34,1,11,10,8,-3.9,-4,-0.1,107
CN(CC(=O)Nc1ccc2c(c1)OCO2)S(=O)(=O)c1ccc(F)cc1,10,0,-4,-2,1,-1.8,-5,-1.5,103
COC(=O)Cn1c(=NC(=O)C2COc3ccccc3O2)sc2cc(S(N)(=O)=O)ccc21 (centres undefined),33,-2,-15,-11,0,-2.3,-2,0.2,99
COc1ccccc1NS(=O)(=O)c1ccc2oc(N)nc2c1,20,-7,-4,7,-16,-1.9,-5,0.5,99
O=C(O)c1ccc(NC(=O)c2ccc3c(c2)C(=O)N(CC2CCCO2)C3=O)cc1 (centres undefined),12,9,-5,0,11,-1.1,-13,-4.9,108
CCCOc1ccc(C(O)CCNC(CC(=O)O)c2ccccc2)cc1 (centres undefined),6,-1,6,-1,-3,-2.1,-5,-3.1,102
C/C(=N\NC(=O)c1c(Cl)c(C)nn1C)c1cccc(NC(=O)COc2ccccc2)c1,0,0,22,-8,-2,-4.7,-14,-5.2,99
CN(CC(=O)O/N=C(\N)c1ccccn1)S(=O)(=O)c1ccc(Br)cc1,x,4,-6,-15,-2,-2.6,4,-2.1,100
Cc1ccc2nsnc2c1S(=O)(=O)N(Cc1ccco1)Cc1cc2cccc(C)c2[nH]c1=O,16,4,32,1,3,-2.2,-3,0.0,108
CC(C)c1ccccc1NC(=O)Cn1c(-c2ccccc2Cl)nc2ccccc21,7,-3,15,-6,1,-2.2,-18,-0.3,89
CC(C)C[C@H](NC(=O)c1nc[nH]c1C(=O)N(C)Cc1ccccc1)C(=O)OCc1ccccc1,20,-2,-69,-8,-11,-2.3,-35,-3.1,95
CN(C)c1ccc(NC(=O)CCCc2ccccc2)cc1,-1,2,-12,6,0,0.7,-5,-2.2,108
CCNC(=S)NS(=O)(=O)c1ccccc1,-6,10,-2,-11,-9,-0.9,-1,1.7,100
Cc1cc(=O)cc(C)[nH]1,18,4,-4,0,-3,-2.5,4,1.1,98
CCc1nnc(NC(=O)CSc2nc3cccnc3n2Cc2ccccc2)s1,-3,2,-5,-5,-2,-1.2,-8,-4.6,108
O=C1c2ccccc2C(=O)N1CCN1CCCCC1,7,x,-5,4,2,-2.6,-1,-2.4,x
CCc1ccc(OCC(=O)N/N=C(\C)c2ccc(OC(F)F)cc2)cc1,26,-3,10,-1,-10,-2.7,-11,0.1,78
CN(C)S(=O)(=O)c1cc(NC(=O)CNCc2ccccc2)ccc1Cl,9,11,92,2,-2,-6.9,8,-2.5,105
CNC(=O)Nc1ccc(C2SCCS2)cc1,-9,-3,2,6,0,-3.5,-5,-2.3,101
O=C(C1CCCN(S(=O)(=O)c2cccnc2)C1)N1CCn2c1nc1ccccc12 (centres undefined),30,-2,3,-2,3,-3.2,-14,-2.6,98
Cc1ccc(C)c(NS(=O)(=O)c2c(C)nn(C)c2C)c1,25,8,-23,4,-4,-2.2,-3,-3.1,104
O=C(CN1CCN(c2ccccn2)CC1)Nc1ccc(F)cc1,12,1,12,12,3,-1.8,-3,-4.7,101
COc1ccc(S(=O)(=O)NCCN2CCOCC2)c(C)c1C,15,-2,5,1,16,-2.4,-4,-0.9,95
N#CC(Cc1ccc(OC(F)F)cc1)c1nc2ccccc2[nH]1 (centres undefined),29,0,1,1,9,-3.8,-8,-4.7,103
Cc1ccc(NC(=O)c2cccc(Cl)c2)nc1,-4,8,28,0,-1,-5.6,-2,-2.6,103
Cc1nc2sc3c(O)cc(=O)[nH]c3c2c(C)c1C,-1,x,2,-6,4,-0.1,1,-2.1,x
CCn1c(SCC(N)=O)nnc1C(C)C,8,-13,-3,1,0,-3.1,0,-3.2,84
CC(C)(C)NC(=O)CN1C(=O)/C(=C/c2ccccc2)SC1=S,-9,-9,18,10,0,-1.9,1,1.7,92
CC(=O)CCC(=O)NCCc1ccccc1F,-2,-4,1,0,0,-4.7,8,-3.2,94
COc1ccccc1CC(=O)NC12CC3CC(CC(C3)C1)C2,10,8,4,4,2,-1.2,-14,-1.4,105
O=C(NC1CCC1)C1CCC(=O)N(Cc2cccc(F)c2)C1 (centres undefined),5,-3,6,-9,5,-1.2,-6,-0.4,97
CC(Cc1ccccc1)C(=O)N1CCN(C)CC1 (centres undefined),33,6,12,-9,-3,-1.8,-2,0.0,101
O=C(NCC(O)c1ccccc1)c1cccc(S(=O)(=O)N2CCOCC2)c1 (centres undefined),13,0,12,0,-4,-2.9,1,-4.6,101
CN1CCN(Cc2c(O)ccc3occ(C(=O)c4ccccc4)c23)CC1,23,-1,-13,0,-13,-2.0,19,1.6,102
Nn1c(COc2ccccc2)nnc1SC(F)F,11,5,17,2,-3,-7.0,2,-3.2,104
Cc1c(NC(=O)CN2C(=O)NC(C)(c3ccccc3Cl)C2=O)c(=O)n(-c2ccccc2)n1C (centres undefined),3,5,-2,-19,11,-0.5,-17,-2.6,110
N#C/C(=C\c1cccc(O)c1)C(=O)N1CCCCC1,-79,2,7,12,1,-0.1,-2,-0.5,107
CC(=O)Nc1cccc(NC(=O)c2cccc3cccnc23)c1,4,-2,3,11,25,-2.4,-29,4.2,90
Cc1ccc2nc(NC3=NCN(Cc4ccc5c(c4)OCO5)CN3)nc(C)c2c1,x,x,x,-3,-3,-3.7,15,1.4,x
CCCn1ncc(CN2CCC(n3nccc3NC(=O)CCc3ccccc3)CC2)c1C,28,1,12,-6,-3,-2.9,10,-0.9,105
COc1ccccc1-c1noc2ncnc(Nc3cccc(C)c3)c12,14,-2,11,-3,10,-3.3,-25,-2.2,99
COc1ccc(C2C(C(=O)c3ccco3)=C(O)C(=O)N2Cc2cccnc2)cc1OC (centres undefined),7,-2,14,5,12,-4.0,0,-2.2,100
O=C(Nc1ccc(S(=O)(=O)N2CCOCC2)cc1)c1ccc2ncsc2c1,x,2,3,17,7,-1.4,-6,-2.3,101
Cc1cc(C)c2c(=O)[nH]c(SCC(=O)c3ccc(F)c(C)c3)nc2n1,0,-9,21,6,-5,-1.9,-2,-3.4,95
COc1ccccc1-c1nnc(SC(C)C(=O)O)n1-c1ccccc1 (centres undefined),4,-2,9,1,5,-2.5,-18,-2.6,97
CCC(C)Sc1nc(C)nc2c1c(=O)n(C)c(=O)n2C (centres undefined),5,9,12,-8,-6,-0.2,-1,1.8,111

# 9 consecutive records out of the list so far, for reference:
SMILES,NALP1 yeast inh,MEKK2 mut-MEK5,UBC9 SUMO inh,M18AAP inhibitor,HCV NS3 hel inh,IMP-1 inhibitor,DNA FID counter,VIM-2 inhibitor,MEKK2wt PB1 HTS
N#C/C(=C\c1cccc(O)c1)C(=O)N1CCCCC1,-79,2,7,12,1,-0.1,-2,-0.5,107
CC(=O)Nc1cccc(NC(=O)c2cccc3cccnc23)c1,4,-2,3,11,25,-2.4,-29,4.2,90
Cc1ccc2nc(NC3=NCN(Cc4ccc5c(c4)OCO5)CN3)nc(C)c2c1,x,x,x,-3,-3,-3.7,15,1.4,x
CCCn1ncc(CN2CCC(n3nccc3NC(=O)CCc3ccccc3)CC2)c1C,28,1,12,-6,-3,-2.9,10,-0.9,105
COc1ccccc1-c1noc2ncnc(Nc3cccc(C)c3)c12,14,-2,11,-3,10,-3.3,-25,-2.2,99
COc1ccc(C2C(C(=O)c3ccco3)=C(O)C(=O)N2Cc2cccnc2)cc1OC (centres undefined),7,-2,14,5,12,-4.0,0,-2.2,100
O=C(Nc1ccc(S(=O)(=O)N2CCOCC2)cc1)c1ccc2ncsc2c1,x,2,3,17,7,-1.4,-6,-2.3,101
Cc1cc(C)c2c(=O)[nH]c(SCC(=O)c3ccc(F)c(C)c3)nc2n1,0,-9,21,6,-5,-1.9,-2,-3.4,95
COc1ccccc1-c1nnc(SC(C)C(=O)O)n1-c1ccccc1 (centres undefined),4,-2,9,1,5,-2.5,-18,-2.6,97

# Entries of single compounds, looked up by structure. Order of values: NALP1 yeast inh, MEKK2 mut-MEK5, UBC9 SUMO inh, M18AAP inhibitor, HCV NS3 hel inh, IMP-1 inhibitor, DNA FID counter, VIM-2 inhibitor, MEKK2wt PB1 HTS
# O=C(NC1CCC1)C1CCC(=O)N(Cc2cccc(F)c2)C1 (centres undefined) is listed as 5, -3, 6, -9, 5, -1.2, -6, -0.4, 97
# N#CC(Cc1ccc(OC(F)F)cc1)c1nc2ccccc2[nH]1 (centres undefined) is listed as 29, 0, 1, 1, 9, -3.8, -8, -4.7, 103

# Additional compounds
SMILES,NALP1 yeast inh,MEKK2 mut-MEK5,UBC9 SUMO inh,M18AAP inhibitor,HCV NS3 hel inh,IMP-1 inhibitor,DNA FID counter,VIM-2 inhibitor,MEKK2wt PB1 HTS
COc1cc(OC)cc(C(=O)Nc2cccc3ccccc23)c1,1,4,-6,1,0,-4.8,-10,-2.1,100
COc1ccccc1NC(=O)CN(C)S(=O)(=O)c1cc(C)ccc1OC,4,-13,23,-1,-3,-3.7,-17,-3.8,83
COc1ccc(NC(=O)NCCCN2CCCC2=O)cc1,28,8,0,1,-3,-1.4,2,-0.6,107
CCOC(=O)c1sc(SC)c2c1CCCC2=O,-10,-13,-1,-2,-13,-0.9,-6,-2.7,95
Cn1cc(C(=O)N2CCN(C(=O)c3ccco3)CC2)c2c3ccccc3n(C)c2c1=O,-1,-11,7,-2,0,-2.6,-22,-4.9,94
COc1cccc2sc(NNC(=O)COc3ccccc3)nc12,-13,1,-15,21,-3,-4.3,-7,-3.0,99
Cc1ccc(CNCc2ccco2)cc1,-2,9,10,9,17,-4.3,2,-2.2,107
CN(/N=C/c1cc([N+](=O)[O-])ccc1O)c1ccccc1,28,1,16,5,6,-2.9,0,-1.5,101
CCOC(=O)c1c(C2CCN(C(=O)OCC)CC2)nc2ccccn12,-5,7,-10,2,1,-4.9,-37,-2.2,99
Cc1cc(C)n(C(=O)c2ccc(C)c(F)c2F)n1,11,17,-4,1,-2,-5.0,-3,-1.6,100
